High-throughput results (PubChem BioAssay)
Pf Dd2 inh – Plasmodium falciparum Dd2 growth inhibition. hit rate 4.3% among 120,000. AID 1347417. P. falciparum Dd2 growth, SYBR Green, 72 h. Potency, µM (series often up to 28.9 µM), for inactives: top-dose activity, negative = inhibition, hits mostly inhibitors; active = well fitted inhibition curve with a large enough effect; inconclusive = small, poorly fitted or top-dose-only effect; inactive = no such curve, though single readings can be large or run the other way;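 note: plate controls were DMSO vehicle for no effect and reference drug for full effect; nearly all actives have a fitted effect of over 65% in size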
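Infected erythrocytes (Dd2, 0.3% parasitemia, 2.5% hematocrit final) are added to compound in RPMI-1640/Albumax II medium, grown 72 h at 37C in low oxygen, then lysed with saponin/Triton-X containing SYBR Green and read by fluorescence.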
* hit, by the source's call; i = inactive; ? = inconclusive; [ ] = another dose, or the depositor's remark. Potency is the fitted concentration of half-maximal effect.

SMILES	Pf Dd2 inh
CCN(Cc1ccccc1)c1ncncc1-c1nc(-c2ccccc2)no1	?
Cc1ccc(NC(=O)c2ccc(=O)n(Cc3ccccc3C)c2)c(C)c1	3%
CC(C)C[C@@H](NC(=O)[C@@]1(O)C[C@@H](O)[C@H](O)[C@@H](NS(=O)(=O)c2cccc(C(F)(F)F)c2)C1)C(N)=O	i
CCc1ccc(NC(=O)CC(NCc2cccnc2)C(=O)O)cc1 (stereo not drawn)	7%
COc1cccc(-c2ccnc3nc(CC(C)C)nn23)c1	-21%
COc1ccc(NC(=O)CC2C(=O)N(c3cccc(OC)c3)C(=O)N2CCc2cccs2)cc1 (stereo not drawn)	i
N#Cc1cccc(CN2CCCCCNC(=O)[C@@H]3CCC[C@@H]32)c1	-9%
COc1ccc(C2=NOC3(CCN(Cc4cncs4)C3)C2)cc1 (stereo not drawn)	i
Cc1cccnc1CN1CCN(C(=O)C2CC3(CCNCC3)CN2C)CC1 (stereo not drawn)	10%
O=C(Nc1sc2c(c1C(=O)NCc1ccco1)CCCC2)c1cc(=O)c2ccccc2o1	?
CC1CN(C(=O)Nc2ccc(C(=O)NCCc3ccc(Cl)cc3)cc2)c2ccccc2S1 (stereo not drawn)	0%
CCN(C(=O)Cn1ccn2nc(-c3ccc(F)cc3)c(CO)c2c1=O)c1ccccc1	-4%
CC(=O)Nc1cc(C(=O)NCc2ccccc2Cl)ccc1Sc1ccc(F)cc1	1%
C[C@@H](NC(=O)Cc1ccccc1)c1c(-c2ccc(Cl)cc2)noc1C(=O)O	-6%[44.1 µM]
CCN(c1cc(C)cc(C)c1)S(=O)(=O)c1nnc(NC(=O)c2cccc(F)c2)s1	-22%
O=C(NCc1ccncc1)c1ccc2c(c1)OCCN(c1cccc(OC(F)(F)F)c1)C2	i
Cc1nccn1CCNC(=O)CCC[C@@H]1[C@H]2CCCN3CCC[C@@H](CN1Cc1ccccc1)[C@@H]23	?
O=C(NCC(c1ccc2c(c1)OCO2)N1CCOCC1)C(=O)Nc1ccc(F)cc1F (stereo not drawn)	22%
COCCNC(=O)C(NC(=O)c1ccc(OC)cc1)C1CCN(C(=O)c2ccccc2)CC1 (stereo not drawn)	6%
Cc1[nH]ncc1CNC(=O)[C@H]1CN(Cc2ccccc2)C[C@H]1C(=O)O	7%
CNC(=O)C(C)(C)N1CCC[C@H]1C(=O)N1CCCCC1	-19%[44.1 µM]
CCN(CC)C(=O)[C@@H]1CCC[C@@H](NCc2ccc(OC)cc2)CN(C)C(=O)C1	7%[44.1 µM]
Cc1ccc(-n2nc(C)c3c(C(=O)Nc4ccc(C)cc4Cl)cc(C)nc32)cc1	-27%
CCOc1ccc(/C=C/C(=O)Nc2sc3c(c2C(=O)OC)CCCC3)cc1	6%
Cc1ccc(C(=O)NC(C(=O)N2CCCCC2)C2CCN(C(=O)c3ccc(C)cc3)CC2)cc1 (stereo not drawn)	?
N#Cc1ccc(C(=O)Nc2ccccc2-c2nc3ccccc3s2)c(F)c1	-2%
FC(F)(F)c1ccnc(N2CCC(OCc3cccnc3)CC2)n1	i
Cc1nc2nc(SCC(=O)NC3CCCCC3)nn2c(C)c1Cc1ccccc1Cl	-6%
CC1CCC2(CC1)NC(=O)N(CC(=O)NCc1cccc(Br)c1)C2=O (stereo not drawn)	i
COCC1CN(C(C)=O)CC12CCN(S(=O)(=O)c1cccs1)CC2 (stereo not drawn)	-5%
Cn1c2c(c3cc(F)ccc31)CN(C(=O)Nc1ccc(Cl)cc1Cl)CC2	i
Cc1ccc(NC(=O)CSc2ncc(-c3ccccc3)[nH]2)cc1	-20%[0.594 µM]
O=C(c1cccnc1)N1CCC(Cc2nc(C3CCOCC3)no2)CC1	51%[activator]
CC(=O)NC1CC2(CCN(C(=O)Cc3ccc(O)cc3)CC2)c2ccccc21 (stereo not drawn)	2%
COc1ccc(CCNC(=O)CN2C(=O)NC3(CCCCC3)C2=O)cc1OC	-18%
Cn1ccnc1-c1cn(CCOCc2ccccc2)nn1	-1%

In another format: results already given.
Molecule,Pf Dd2 inh
CCN(C(=O)Cn1ccn2nc(-c3ccc(F)cc3)c(CO)c2c1=O)c1ccccc1,-4%
O=C(c1cccnc1)N1CCC(Cc2nc(C3CCOCC3)no2)CC1,51%[activator]

(further entries)
SMILES	Pf Dd2 inh
CC(C)NC(=O)N1CCC2(CC1)CN(C(=O)c1ccnc(N)c1)Cc1ccccc1O2	7%
CCOCCOC1CCN(C(=O)c2ccnn2C)CC1	4%
COc1ccc2cc3cc(C(=O)N4CCN(c5ccc(C(C)=O)cc5)CC4)sc3nc2c1Cl	42%[activator]
COc1cccc(CCC(=O)N2CCC(Cc3nc(-c4ccc(F)cc4)no3)CC2)c1	23%
OC1(CN2CCCCC2)CCN(Cc2ccc(Cl)cc2)C1 (stereo not drawn)	?
O=C(c1ccccc1OC1CCN(Cc2ccccn2)CC1)N1CCCC(O)C1 (stereo not drawn)	9%
COc1ccc(-c2nc3c(c(=O)[nH]2)CCN(S(=O)(=O)c2cccc4cccnc24)C3)cc1	?
Cc1ccc(OCC(=O)Nc2nnc(S(=O)(=O)N3CCCCCC3)s2)cc1	-1%
Cc1cccc2nc(-c3cccnc3)c(Nc3ccc(C(C)C)cc3)n12	?
O=C(C1CCCO1)N1CCc2c(n(Cc3cccnc3)n(-c3ccccc3)c2=O)C1 (stereo not drawn)	13%[44.1 µM]
CN1C(=O)CCCCC1C(=O)NCc1ccccc1 (stereo not drawn)	82%[activator]
Cn1c(CO)nnc1CC1CCN(C(=O)c2ccc3ccccc3n2)CC1	8%
CN1CC(=O)N(C2CCNC2)Cc2c(NCc3ccccn3)ncnc21 (stereo not drawn)	?
COc1ccc(CCNC(=O)c2nnc(Cc3ccc(Cl)cc3)o2)cc1OC	?
COc1ccccc1-c1nnc(SCC(=O)c2ccc(F)cc2)n1-c1ccccc1	-18%
O=C(CC1CCCN(c2cnn(CC3CC3)c(=O)c2)C1)N1CCCC1 (stereo not drawn)	-26%
CCN(CC)S(=O)(=O)c1ccc(NC(=O)c2ccc3c(=O)n4c(nc3c2)CCCCC4)cc1	?
O=C(NCc1cccnc1)[C@@H]1C[C@@H](O)CN1C1CCN(C(=O)C2CCCC2)CC1	21%
N#Cc1ccc(C(=O)N2C[C@@H]3C[C@H](C2)c2c(-c4ccc5ccccc5c4)ccc(=O)n2C3)cc1	-13%
COCc1cc(=O)n(CC(=O)Nc2cc(OC)cc(OC)c2)c(N2CCOCC2)n1	i
CCCN1C(=O)Cc2ccccc2C1C(=O)NCc1cccc(F)c1 (stereo not drawn)	-23%
COC(=O)NCC(=O)N1CC[C@@H]2[C@@H](CCC(=O)N2CCc2ccccc2)C1	-2%
O=C(Nc1ccsc1)N[C@H]1C[C@H]2C(=O)NC[C@@H](CCC(=O)N3CCCC3)N2C1	-3%[44.1 µM]
CCO[C@H]1CN(C2CCN(CCc3ccccc3)CC2)C[C@@H]1O	?
CCN1CC2(CCN(C(=O)CCc3n[nH]c4c3CCCC4)CC2)OC1=O	-5%
COc1ccc(-c2[nH]ncc2CN2CCc3nc(N4CCN(C)CC4)[nH]c(=O)c3CC2)cc1	45%[activator][5.79 µM]
CC[C@H]1CN(S(=O)(=O)c2c(C)noc2C)CC[C@H]1CC(=O)O	i
CNC(=O)[C@@H]1C[C@H](Oc2cccnc2)CN1C(=O)CC1CCCCC1	7%
Cc1noc(C)c1[S+](=O)([O-])N1CCC2(COC(=O)N2Cc2ccccc2)C1 (stereo not drawn)	4%[44.1 µM]
N[C@@H](Cc1ccc(O)cc1)C(=O)N1CCc2c(nc(-c3cccnc3)[nH]c2=O)C1	-18%
COc1ccc(-c2[nH]ncc2CNC(=O)C2CC3(CCNCC3)CN2)cc1 (stereo not drawn)	7%
Cc1ccn2c(C(=O)N3CCC4(CC3)Nc3ccccc3NC4=O)nnc2n1	-37%
Cc1noc(C)c1S(=O)(=O)N(C)Cc1cccc(C(F)(F)F)c1	i
CCOC(=O)c1cc(-c2ccc(OC)cc2)n(CCC(=O)NCc2ccc(OC)cc2)c1C	4µM*
CC(=O)N[C@@H]1CN(Cc2cc(=O)n3[nH]cnc3n2)C[C@H]1c1ccc(C)o1	19%
Cc1ccc(C(=O)N2CCCC2C(=O)Nc2cccc(-n3cccn3)c2)cn1 (stereo not drawn)	-3%

Look-ups from the list:
Pf Dd2 inh, N[C@@H](Cc1ccc(O)cc1)C(=O)N1CCc2c(nc(-c3cccnc3)[nH]c2=O)C1 → -18%
Pf Dd2 inh, Cc1ccn2c(C(=O)N3CCC4(CC3)Nc3ccccc3NC4=O)nnc2n1 → -37%
Pf Dd2 inh, COc1ccc(-c2[nH]ncc2CN2CCc3nc(N4CCN(C)CC4)[nH]c(=O)c3CC2)cc1 → 45%[activator][5.79 µM]
Pf Dd2 inh, Cc1ccc(C(=O)N2CCCC2C(=O)Nc2cccc(-n3cccn3)c2)cn1 (stereo not drawn) → -3%

The listing continues.
SMILES	Pf Dd2 inh
COCCN1CCCC2(CCN(C(=O)COc3cccc(C)c3C)C2)C1=O (stereo not drawn)	7%
COc1ccc(OC)c(NC(=O)Cn2c(-c3ccccc3)nc(C)c(CCO)c2=O)c1	?
COc1ccccc1C(=O)N1CCC(C(NC(=O)c2ccc(C)cc2)C(=O)N2CCCCC2)CC1 (stereo not drawn)	-11%
O=C(NCC1Cn2cccc2C(=O)N1Cc1ccccc1)C1CCC1 (stereo not drawn)	1%
O=C(O)c1ccnc(-c2ccnc(NCCCN3CCCC3=O)n2)c1	-15%
C=CCNC(=O)C(NC(=O)c1ccccc1)C1CCN(C(=O)c2ccccc2C)CC1 (stereo not drawn)	?
O=C1NCCCCCCN(S(=O)(=O)c2cccc(F)c2)[C@H]2CCCC[C@@H]12	-15%
CCc1nnc(SCc2nc(-c3cccc(Cl)c3)oc2C)c2cc3sc(C)cc3n12	9%
Cc1ccc(NCc2cccn2-c2nnc(N3CCC(C(=O)NCCC(C)C)CC3)s2)cc1	i
CC(C)C[C@@H]1N[C@H](C(=O)NCC2CC2)Cc2cn(Cc3ccncc3)c3cccc1c23	?
O=C([C@@H]1C[C@H](Oc2cccnc2)CN1S(=O)(=O)c1cccnc1)N1CCCC1	11%
CC(C)c1noc([C@@H]2C[C@@H](O)CN2Cc2ccc(S(C)(=O)=O)cc2)n1	-12%[44.1 µM]
O=C1N[C@H](CCC(=O)N2CCC(c3nc4ccccc4[nH]3)CC2)C(=O)Nc2ccccc21	-29%
COc1cccc(N2CCN(C(=O)c3cnc4c(-c5ccc(F)cc5)c(C)nn4c3C)CC2)c1	85%[activator]
CCNC(=O)[C@@H]1CCCN1C(C)(C)C(=O)NC	-2%[44.1 µM]
O=C(NC[C@H]1C[C@@H]2CCN1C[C@@H]2CN1CCCCC1)c1ccco1	13%[44.1 µM]
CC(C)(C)c1ccc(C(=O)NC2=NC(c3cccc(F)c3)CC(=O)N2)cc1 (stereo not drawn)	1%
Cn1ccnc1CN1C[C@@H](F)[C@@H](OCc2nc3ccc(F)cc3[nH]2)C1	-7%[44.1 µM]
CC(=O)c1ccc(OC(=O)c2c(-c3ccccc3Cl)noc2C)cc1	0%
Cc1noc(C)c1-c1cc(-c2ccccc2Oc2ccccc2)cn2cncc12	5.6µM*
O=C(Nc1ccc(-c2nnc3n2CCCC3)cc1)c1ccsc1	?
O=C1CCC2(CCN1)CCN(C(=O)C1CCC1)CC2	2%
CN1Cc2ncnc(NCCc3ccccc3)c2CN(c2ccc(Cl)cc2)C1=O	-25%
CCc1cccc(C)c1NC(=O)CSc1nc(C)cc(C)c1C(=O)Nc1ccccc1	-7%
CC1CCN(C(=O)CSc2nc(-c3ccc(F)cc3)cc(C(F)(F)F)n2)CC1	3%
COCc1cn(C[C@H]2C[C@@H](NC(=O)c3cccnc3)[C@H](O)[C@@H]2O)nn1	15%[44.1 µM]
CNC(=O)C(C)(C)N1CCC[C@H]1C(=O)N1CCC[C@@H]1COC	23%[44.1 µM]
O=C(C1CCCCC(=O)N1Cc1ccccc1)N1CCCC1 (stereo not drawn)	43%[activator]
Cc1cccn2c(=O)c(C(=O)NCCc3ccccc3)c(O)nc12	28%
NCCCN1C(=O)CC[C@H]2CN(C(=O)CN3CCNC(=O)C3)CC[C@H]21	-1%
Cc1cc(=O)[nH]c(NCCNC(=O)C2CCC(=O)N(C3CCCCCC3)C2)n1 (stereo not drawn)	3%
Cc1c(CN2CCCC(COc3ccccc3C(=O)N3CCCCC3)C2)cnn1C (stereo not drawn)	-24%
COc1ccc(-c2ccc3nc(-c4ccccc4)oc3c2)c(OC)c1OC	i
CCC(=O)N1CCc2cc(CNS(=O)(=O)c3c(C)cc(C)cc3C)ccc21	-15%
CC(C)(C)c1ccc(C(=O)NC(Cc2c[nH]c3ccccc23)C(=O)OCC(=O)c2ccc(Cl)cc2)cc1 (stereo not drawn)	i
COC1C(=O)N(C2CCN(C(=O)c3ccc(C)nc3)CC2)C12CCOCC2 (stereo not drawn)	7%
O=C(Nc1ccc(F)cc1F)N1CCC(Oc2ncccc2C(=O)N2CCCCC2)C1 (stereo not drawn)	4%
Cc1cc(C)cc(NC(=O)CSc2nccn2C2CCCC2)c1	2%
Cc1cc(CN2CCn3c(nnc3-c3cccnc3)C2)no1	-8%[44.1 µM]

An excerpt from above in order of SMILES length, high to low.
SMILES	Pf Dd2 inh
NCCCN1C(=O)CC[C@H]2CN(C(=O)CN3CCNC(=O)C3)CC[C@H]21	-1%
O=C(Nc1ccc(F)cc1F)N1CCC(Oc2ncccc2C(=O)N2CCCCC2)C1 (stereo not drawn)	4%
CCC(=O)N1CCc2cc(CNS(=O)(=O)c3c(C)cc(C)cc3C)ccc21	-15%
COC1C(=O)N(C2CCN(C(=O)c3ccc(C)nc3)CC2)C12CCOCC2 (stereo not drawn)	7%
CNC(=O)C(C)(C)N1CCC[C@H]1C(=O)N1CCC[C@@H]1COC	23%[44.1 µM]
COc1ccc(-c2ccc3nc(-c4ccccc4)oc3c2)c(OC)c1OC	i
Cc1cc(CN2CCn3c(nnc3-c3cccnc3)C2)no1	-8%[44.1 µM]

Only part of the results is shown (hit frequency here may not be typical).
